SIRT5 inh = sirtuin-5 (human) deacylase inhibition; hit rate 1.1% among 330,000; Q9NXA8; inhibition, % at 15 µM; Purified SirT5, succinyl-peptide AMC, trypsin-coupled fluorescence; in the data active = inhibition above about 15%
Target sequence (Q9NXA8 whole entry, looked up): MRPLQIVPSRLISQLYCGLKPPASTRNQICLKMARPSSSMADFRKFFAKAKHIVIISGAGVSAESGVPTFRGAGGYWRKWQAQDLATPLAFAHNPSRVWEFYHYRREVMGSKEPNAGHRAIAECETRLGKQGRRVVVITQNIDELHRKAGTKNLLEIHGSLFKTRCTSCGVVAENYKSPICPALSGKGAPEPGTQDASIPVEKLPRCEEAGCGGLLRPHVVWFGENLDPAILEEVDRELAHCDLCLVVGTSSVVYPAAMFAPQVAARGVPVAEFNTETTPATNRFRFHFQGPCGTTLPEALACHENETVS
ARNT-TACC3 inh = ARNT/TACC3 interaction disruption. hit rate 0.66% among 390,000. Q9Y6A5. AID 623870. AlphaScreen His-ARNT PAS-B/GST-TACC3 binding, luminescence; TACC3 fragment carries E629A point mutation. inhibition, % at 9.99 µM;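 active = mean inhibition of replicates at least 50% and at least half of replicates each reaching 50%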;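 also: 0% = complete ARNT plus TACC3 wells and 100% = ARNT alone without TACC3; many hits fall short of the cut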
Cneo AK release = Cryptococcus neoformans lysis via adenylate kinase release; lysis activity, % at 15 µM; hit rate 0.2% among 360,000; C. neoformans lysis, adenylate kinase release luminescence, 4 h; normalised: neutral wells 0, clomiphene wells 100; AID 651654;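 active = mean lysis activity across replicates of at least 80%, whatever share of replicates individually reach that level; inactive = mean lysis activity below 80%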
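Material: C. neoformans cells | Amount: Yeast cell density of 5 × 10^6 cells/mL | Medium: Fresh YPD growth medium | Dosing: Single dose | Times: Static 4 h at 37 °C with compound, 1 h detection | Detection: AK luminescence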
Statin myotox sup = suppression of simvastatin myotoxicity | C2C12 myotubes + simvastatin, ATP luminescence, 48 h; scaled: DMSO 0, geranylgeraniol control 100 | rescue of ATP level, % at 7.49 µM | hit rate 0.78% among 330,000;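 active = mean ATP rescue above about 67%, or every replicate alone reaching that limit, limit read from the data, passing the limit was not always enough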;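 also: myotubes were challenged with 10 µM simvastatin during compound exposure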
esBAF inh = SWI/SNF esBAF complex inhibition | reporter increase, % at 12.5 µM | AID 602393 | mouse ES cells, Bmi1-luciferase knock-in reporter, 24 h; 100% = twice the neutral-well signal | hit rate 2% among 350,000; in the data active = activation above about 40%;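 also: 0% = median of the plate's neutral control wells and 100% = double that signal; a rise in the Bmi1 reporter signal indicates esBAF inhibition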
ERp5 block = inhibitors of human ERp5. ERp5 insulin aggregation, absorbance 650 nm, 90 min. hit rate 0.05% among 350,000. inhibition, % at 9.99 µM;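 active = mean replicate inhibition above about 25%, with every replicate also reaching it, limit read from the data, passing the limit was not always enough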
Target sequence (Q15084 whole entry, looked up): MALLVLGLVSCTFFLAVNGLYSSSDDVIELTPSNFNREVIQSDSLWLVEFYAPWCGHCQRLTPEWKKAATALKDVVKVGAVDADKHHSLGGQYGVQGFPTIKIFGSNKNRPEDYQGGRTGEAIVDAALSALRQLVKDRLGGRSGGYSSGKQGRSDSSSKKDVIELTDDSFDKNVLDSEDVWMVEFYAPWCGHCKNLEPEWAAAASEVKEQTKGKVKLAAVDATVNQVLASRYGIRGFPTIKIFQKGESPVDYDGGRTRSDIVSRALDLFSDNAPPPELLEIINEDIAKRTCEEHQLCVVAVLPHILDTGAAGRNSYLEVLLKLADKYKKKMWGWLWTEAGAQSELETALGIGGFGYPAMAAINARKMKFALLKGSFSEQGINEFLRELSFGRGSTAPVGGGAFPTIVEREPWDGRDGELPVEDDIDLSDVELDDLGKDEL
miR-122 sensor = inhibitors of miR-122 in Huh7 cells; hit rate 0.3% among 340,000; activation (reporter increase), % at 12.5 µM; Huh7 miR-122 Renilla luciferase sensor, 48 h; neutral wells = 0, positive control = 100;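 active = mean replicate activation score at least 90 and every replicate individually at or above 90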;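 also: higher luciferase means less miR-122 activity so hits act as miR-122 inhibitors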
* = called active by the depositor; · = no result given; [ ] = remark or other dose.

Every second line gives: esBAF inh	miR-122 sensor	Statin myotox sup	ARNT-TACC3 inh	Cneo AK release	SIRT5 inh	ERp5 block
COc1cccc(/C=C/C(=O)c2cccc([N+](=O)[O-])c2)c1OC
    ·	15	·	0	·	-3	0
CCCCN1C(=O)N(c2ccccc2Cl)C(C)(O)CC1(C)C (stereo unspecified)
    -10	·	-8	9	·	0	-1
C[C@H](CO)N1C[C@H](C)[C@H](CN(C)S(=O)(=O)c2ccc(F)cc2)OCCCC[C@H](C)Oc2ccc(NC(=O)CCCN(C)C)cc2C1=O
    1	-3[16.7 µM]	·	-3	-15	-3	1
O=C(O)/C=C/c1ccc(S(=O)(=O)NCc2cccnc2)cc1
    -1	4	2	-1	-2	0	1
COc1cccc(S(=O)(=O)Nc2ccc3c(c2)[C@@H]2C[C@H](CC(=O)O)O[C@@H](CO)[C@@H]2O3)c1
    -2	5[16.7 µM]	2	-9	-57	1	3
O=C(O)/C=C/c1ccc(Oc2ncccn2)cc1
    0	-1	-16	-3	-5	-1	-1
O=C(c1ccco1)N1CCN(C(=O)c2nn3cccnc3c2Cl)CC1
    -4	-19	-14	-3	-2	·	·
CC(=NCCc1c(C)[nH]c2ccc(OC(F)(F)F)cc12)C1=C(O)CC(c2ccccc2)CC1=O (stereo unspecified)
    ·	·	·	-2	·	0	-1
C[C@@H]1CN([C@@H](C)CO)S(=O)(=O)c2ccc(-c3cccc(C(=O)N(C)C)c3)cc2O[C@H]1CN(C)C(=O)Nc1ccccc1
    -5	1[16.7 µM]	-50	-8	0	1	-1
CS(=O)(=O)N1CCC(CO)(Cc2ccccc2C(F)(F)F)CC1
    ·	-2	·	-13	·	0	-70
CC(CCc1ccccc1)NC(=O)CCC(=O)N1CCC(C(=O)O)CC1 (stereo unspecified)
    -10	3	3	-12	6	0	-2
C=CCn1c(-c2ccc(OC)cc2)nc2ccccc21
    41*	-4	-6	-5	·	·	·
O=C(O[C@@H]1OC2COC(=O)c3cc(O)c(O)c(O)c3-c3c(cc(O)c(O)c3O)C(=O)O[C@@H]([C@H]1O)[C@@H]2O)c1cc(O)c(O)c(O)c1
    -18	0	7	16	-1	·	·
CCN(c1ccccc1)S(=O)(=O)c1cccc(C(=O)N2CCN(S(=O)(=O)c3ccccc3)CC2)c1
    0	-4	23	2	-3	1	8
COc1ccc(NC(=O)N(C)C[C@@H]2Oc3ccc(NC(=O)Nc4c(C)noc4C)cc3CC(=O)N([C@@H](C)CO)C[C@@H]2C)cc1
    -1	9[16.7 µM]	6	3	-1	·	-7
CCOCCCN(C(=O)c1snc(C(N)=O)c1N)C(C(=O)NC1CCCC1)c1ccc(O)cc1 (stereo unspecified)
    -2	3	-4	1	-1	-1	3
C[C@H](CO)N1C[C@H](C)[C@@H](CN(C)Cc2cccc3c2OCCCO3)OCc2ccccc2-c2ccccc2C1=O
    2	·	11	18	-3	-8	-7
CC(=O)NCCC(=O)Nc1cc(S(=O)(=O)N2CCCCC2)ccc1N1CCCCC1
    17	4	4	·	1	1	5
O=C(C[C@@H]1C=C[C@H](NC(=O)CN2CCOCC2)[C@H](CO)O1)NCCc1ccccc1
    0	·	-1	·	2	-2	1
C[C@H]1CN([C@@H](C)CO)C(=O)c2cc(NC(=O)Cc3ccccc3)ccc2O[C@H]1CN(C)Cc1ccncc1
    4	-10[16.7 µM]	-23	5	40	-1	0

Compounds above that have a Cl atom, in the order listed:
Every second line gives: esBAF inh	miR-122 sensor	Statin myotox sup	ARNT-TACC3 inh	Cneo AK release	SIRT5 inh	ERp5 block
CCCCN1C(=O)N(c2ccccc2Cl)C(C)(O)CC1(C)C (stereo unspecified)
    -10	·	-8	9	·	0	-1
O=C(c1ccco1)N1CCN(C(=O)c2nn3cccnc3c2Cl)CC1
    -4	-19	-14	-3	-2	·	·

(further entries)
Every second line gives: esBAF inh	miR-122 sensor	Statin myotox sup	ARNT-TACC3 inh	Cneo AK release	SIRT5 inh	ERp5 block
Cc1cc2nnc(SCC(=O)N3CCOCC3)n2c2ccccc12
    ·	·	·	-6	1	-2	-2
COc1ccccc1C(=O)Nc1ccc2c(c1)n(C)c(=O)n2C
    6	-9	20	16	-2	1	-2
Cc1cccc(C)c1NC(=S)Nc1ccccc1C(=O)NCc1ccco1
    ·	0	·	0	0	·	·
CCCn1c(N)c(N(CCOC)C(=O)COC(=O)c2ccccc2NCCO)c(=O)[nH]c1=O
    25	·	5	-3	-2	-16	14
O=C(Nc1nncs1)c1cc(S(=O)(=O)N2CCCCC2)ccc1Cl
    -1	-2	2	-4	3	0	-1
COc1ccc(S(=O)(=O)N(C)C[C@@H]2OCCCC[C@H](C)Oc3ccc(N(C)C)cc3C(=O)N([C@@H](C)CO)C[C@@H]2C)cc1
    2	-2[16.7 µM]	-8	0	2	3	2
S=c1nc(-c2cccc(Cl)c2)[nH][nH]1
    ·	1	·	1	·	·	11
CCCNC(=O)N1[C@H](C#N)[C@H](c2ccc(-c3ccccc3F)cc2)[C@H]1CO
    5	·	15	2	-3	-4	-3
Cc1cc(C)cc(NC(=O)CSCc2cc(=O)n3ccsc3n2)c1
    4	-8	27	-1	3	4	-4
CCN1C(=O)[C@H]2[C@@H](c3ccc(-c4ccc(C(C)=O)cc4)cc3)N[C@@](Cc3ccccc3)(C(=O)OC)[C@H]2C1=O
    4	-12	2	7	7	·	6
C[C@@H]1CN([C@H](C)CO)C(=O)c2cc(NC(=O)Cc3ccccc3)ccc2O[C@@H](C)CCCCO[C@@H]1CN(C)Cc1ccc(Cl)c(Cl)c1
    -4	-1[16.7 µM]	52	-2	-1	3	3
CCC1(CC)C(C#N)C(=O)NC(=O)C1C#N (stereo unspecified)
    6	·	1	-3	1	4	3
Cc1ccc(NC(=O)CN2CCN(C(=O)C3CCCO3)CC2)c(C)c1 (stereo unspecified)
    -10	-2	3	2	0	5	8
COc1cccc(S(=O)(=O)N[C@H]2CC[C@@H](CC(=O)NC3CCC3)O[C@H]2CO)c1
    -2	·	8	0	50	1	1
Cc1ccccc1CSCC(=O)Nc1ccccc1F
    48*	-2	5	0	-3	2	2
O=C(N1CCOCC1)N1CCOCC1
    -5	1	5	-4	1	·	·
COc1ccccc1C(=O)Nc1ccc2c(c1)C(=O)N(C)[C@H]1CC[C@@H](CC(=O)NCCc3ccncc3)O[C@@H]1CO2
    -2	·	-8	0	-3	-3	0
COc1cccc(CN(C)C(=O)c2cccc(S(=O)(=O)N3CCN(c4ccccc4)CC3)c2)c1OC
    -1	·	-7	2	0	-7	-1
O=C(Nc1cccc(S(=O)(=O)N2CCCC2)c1)[C@H]1C[C@H](O)[C@@H](CO)O1
    0	2	9	·	3	·	5
COc1ccc(OCC(=O)Nc2nc3ccc(NC(C)=O)cc3s2)cc1
    ·	·	·	-10	·	-2	10
C/C(=C\C(=O)c1ccccc1)Nc1ccc(Cl)c(Br)c1
    -7	-1	-3	-2	0	·	·
COc1ccccc1CNC(=O)C[C@@H]1C[C@@H]2c3cc(NC(=O)C4CCOCC4)ccc3O[C@@H]2[C@H](CO)O1
    -2	4[16.7 µM]	5	-2	-1	-3	-6
CCc1ccc(-c2ccc(SCC(=O)NC3CCCC3)nn2)cc1
    47*	-1	1	·	0	·	-4
O=C(NCc1ccc(F)cc1)C1CCCN(C(=O)Nc2ccc(F)cc2)C1 (stereo unspecified)
    -6	·	2	6	-2	-1	1
CC(C)NC(=O)N(C)C[C@@H]1Oc2ncc(C#Cc3ccccc3F)cc2C(=O)N([C@@H](C)CO)C[C@H]1C
    5	-1[16.7 µM]	1	4	2	6	-4
Cc1cccc(C)c1NC(=O)CSc1nnc(-c2ccncc2)n1Cc1ccco1
    ·	·	·	5	·	-10	-2
CCCOc1ccc(C(O)(CCC)CCN2CCCCC2)cc1 (stereo unspecified)
    1	·	-16	10	7	-2	-2
CC1=C(C(=O)N2CCOCC2)CC(CC(=O)NCCCN(C)C)C(=O)N1Cc1ccc(C(C)(C)C)cc1 (stereo unspecified)
    0	-5	10	·	-25	-5	-5
COc1ccc2c(COC(=O)CNC(=O)C34CC5CC(CC(C5)C3)C4)cc(=O)oc2c1
    ·	-7	·	9	-1	-22	2
CC(C)NC(=O)NCC[C@@H]1CC[C@@H](NS(=O)(=O)c2ccc(-c3ccccc3)cc2)[C@H](CO)O1
    7	·	3	12	37	2	-3
Cc1ccc(OCCCC(=O)Nc2ccc(Cl)c(S(=O)(=O)N3CCOCC3)c2)cc1
    7	-2	5	-1	-1	1	2
CCC1(c2ccccc2)SC(N)=NC1=O (stereo unspecified)
    -3	5	-7	-7	0	·	5
COc1ccc(OC)c(NC(=O)Nc2ccccc2C)c1
    5	2	-1	-2	-1	·	·
Cc1ccc(CN2CC(C(=O)Nc3nc(C)cs3)CC2=O)cc1 (stereo unspecified)
    4	9	11	·	13	2	-4
C[C@H](CO)N1C[C@H](C)[C@@H](CN(C)Cc2ccc3c(c2)OCO3)Oc2ccc(NC(=O)Nc3ccccc3)cc2C1=O
    -1	5[16.7 µM]	-15	-2	-1	-4	2
CCOC(=O)CCNC(=O)CCc1nnc(CCCc2ccccc2)o1
    6	·	-3	-6	0	-7	-3
CO[C@H](CN(C)Cc1cc(F)ccc1F)[C@@H](C)CN([C@H](C)CO)S(=O)(=O)c1ccc(Cl)cc1
    5	·	-2	1	2	-1	4
CCCCc1c(C)nc2c(OC)cccc2c1SCC(=O)O
    1	-1	6	-3	·	0	2
O=C(NCC1CCCO1)c1csc(Nc2cccc3ccccc23)n1 (stereo unspecified)
    ·	·	·	-2	·	-2	-3
CCS(=O)(=O)Nc1ccc2c(c1)C(=O)N(C)C[C@@H](OC)[C@H](C)CN(C(=O)COC)[C@@H](C)CO2
    -4	·	7	·	0	0	-2
CCCCc1cc(=O)oc2c(CN3CCCC3)c(O)ccc12
    -2	-27	2	-4	1	·	·
Cc1ccc(C)c(C(=O)CSc2n[nH]c(C)n2)c1
    -3	11	-4	-6	0	·	·
OC(COc1ccc2ccccc2c1)CN1CCN(c2ccc(F)cc2)CC1 (stereo unspecified)
    6	-4	2	-4	1	·	-2
COc1ccc(C(=O)Nc2ccccc2)cc1NC(=O)c1ccc([N+](=O)[O-])cc1
    3	-1	-48	31	1	0	1
O=C(Nc1nnc(C(F)(F)F)s1)c1c(F)cccc1F
    4	·	-14	2	1	0	1
NC(=O)c1ccc(Oc2ccc(C(N)=O)cc2)cc1
    -4	1	-4	·	1	-5	-1

Looked up by compound from the entries so far, 2 records:
Every second line gives: esBAF inh	miR-122 sensor	Statin myotox sup	ARNT-TACC3 inh	Cneo AK release	SIRT5 inh	ERp5 block
S=c1nc(-c2cccc(Cl)c2)[nH][nH]1
    ·	1	·	1	·	·	11
O=C(c1ccco1)N1CCN(C(=O)c2nn3cccnc3c2Cl)CC1
    -4	-19	-14	-3	-2	·	·
